USP1 inh – Inhibitors of USP1/UAF1: Primary Screen; recombinant USP1/UAF1, Ub-Rhodamine cleavage fluorescence; Potency, µM (highest dose often 57.1 µM), for inactives: top-dose activity change, negative = inhibition, most hits filed as inhibitors; 390,000 tested, 0.23% active; AID 743255, 2014; further: potency means the concentration at half of the fitted maximal effect; on the % scale 0 is the no-effect control and ±100 the full control effect; nearly all actives have a fitted effect of over 60% in size; inactives centre near -12
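Step one: compound is pinned into 1nM USP1/UAF1 in HEPES pH 7.8 buffer with TCEP. Step two: 15 min room-temperature incubation. Step three: Ub-Rho (150nM final) starts cleavage, tracked by fluorescence over six one-minute reads.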
D2 agonist – HTS Assay for Allosteric Agonists of the Human D2 Dopamine Receptor: Primary Screen for Agonists | HEK293 T-REx D2 cells, calcium flux agonist mode | activation, % at 2 µM | 340,000 tested, 0.53% active | AID 485358, 2010;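 active means activation over 3 SD above normal in the single-dose calcium agonist read, cut at about 30% in these data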; further: 0% is about no effect
Target sequence (P14416 whole entry, looked up): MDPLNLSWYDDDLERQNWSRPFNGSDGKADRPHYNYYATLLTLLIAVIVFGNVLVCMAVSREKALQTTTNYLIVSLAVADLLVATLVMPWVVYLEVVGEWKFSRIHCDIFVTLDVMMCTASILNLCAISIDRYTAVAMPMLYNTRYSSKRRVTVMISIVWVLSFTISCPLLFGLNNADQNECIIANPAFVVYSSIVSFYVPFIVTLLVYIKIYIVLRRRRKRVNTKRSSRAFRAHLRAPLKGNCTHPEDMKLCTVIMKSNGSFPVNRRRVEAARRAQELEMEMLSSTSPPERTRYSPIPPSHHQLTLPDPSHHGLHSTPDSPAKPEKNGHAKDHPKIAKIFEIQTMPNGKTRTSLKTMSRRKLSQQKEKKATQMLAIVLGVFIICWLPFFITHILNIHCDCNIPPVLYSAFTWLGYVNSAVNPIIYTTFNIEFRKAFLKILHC
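Agonism scored from kinetic calcium signal (1 read/sec, 180 s) following compound pin transfer, after a 10 s baseline. Cells: HEK293 Trex line expressing inducible D2 receptor coupled to calcium, dye-loaded after overnight culture at 30 C.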
TRHR ag – qHTS for Small Molecule Agonists and Allosteric Enhancers of Human TRH Receptor: Primary Screen for Agonists. TRHR cells, calcium flux fluo-8, FDSS agonist mode. Thyrotropin-releasing hormone receptor (Homo sapiens), P34981. activation, % at 2 µM. 360,000 tested, 0.18% active; in the data active means activation above about 30%; further: 0% is about no effect
Target sequence (P34981 whole entry, looked up): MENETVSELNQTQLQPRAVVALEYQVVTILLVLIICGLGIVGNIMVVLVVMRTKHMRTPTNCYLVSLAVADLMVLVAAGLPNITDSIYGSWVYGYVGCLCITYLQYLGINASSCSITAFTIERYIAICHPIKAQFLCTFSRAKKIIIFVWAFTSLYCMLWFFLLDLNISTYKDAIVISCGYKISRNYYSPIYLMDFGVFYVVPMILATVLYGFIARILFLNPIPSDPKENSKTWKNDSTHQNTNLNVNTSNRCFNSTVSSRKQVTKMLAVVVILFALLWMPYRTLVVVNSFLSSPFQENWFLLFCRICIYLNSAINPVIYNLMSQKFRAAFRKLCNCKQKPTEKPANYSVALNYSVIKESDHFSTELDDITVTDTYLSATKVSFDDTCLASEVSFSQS
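In this calcium-flux screen, cells bearing human TRHR are dye-loaded with fluo-8, baselined for 10 cycles, then exposed to library compounds; positive kinetic calcium responses during the agonist phase mark hits, with TRH as control.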
TrxR1 inh – qHTS Assay for Inhibitors of Mammalian Selenoprotein Thioredoxin Reductase 1 (TrxR1): qHTS | recombinant rTrxR1, NADPH fluorescence consumption, selenite substrate | Potency, µM (titrated, usually from 114 µM), for the others: at the top dose activity change, negative = inhibition, hits mostly inhibitors | 390,000 tested, 1% active | AID 588453, 2011; further: potency means the concentration at half of the fitted maximal effect; on the % scale 0 is the no-effect control and ±100 the full control effect; nearly all actives have a fitted effect of over 65% in size
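Rat TrxR1 (90 nM in the dispensed reagent) was pre-reduced with 400 uM NADPH for 5 min at room temperature, then incubated with compound for 15 min. After 400 uM selenite was added, NADPH fluorescence (Ex 340/Em 450 nm) was followed for 8 min.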
TrxR1 substrate – qHTS Assay for Substrates of Mammalian Selenoprotein Thioredoxin Reductase 1 (TrxR1): qHTS | Thioredoxin reductase 1, cytoplasmic (Rattus norvegicus), O89049 | purified TrxR1 substrate turnover, NADPH consumption readout | Potency, µM (doses to about 114 µM), without a hit: at the highest dose activity change, negative = substrate turnover | 390,000 tested, 0.01% active; further: potency means the concentration at half of the fitted maximal effect; on the % scale 0 is the no-effect control and ±100 the full control effect; nearly all actives have a fitted effect of over 50% in size
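Rat TrxR1, dispensed at 90 nM, was prereduced with 400 uM NADPH (final) for 5 min at ~22 deg C, then incubated with compound 15 min before 400 uM selenite. A first-read NADPH fluorescence drop versus no-compound background flagged substrates.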
Pin1 inhibitor – qHTS Assay to Find Inhibitors of Pin1. Peptidyl-prolyl cis-trans isomerase NIMA-interacting 1 (Homo sapiens), Q13526. 390,000 tested, 0.009% active. Potency, µM (series often up to 115 µM), for the others: top-dose activity, negative = inhibition, actives largely listed as inhibitors. Pin1 FP peptide displacement, HiFluor488, 10 min; active means well fitted inhibition curve with a large enough effect in the polarisation, with a control signal flat, not every such curve was filed as active; inconclusive means small, poorly fitted or top-dose-only effect, or effect the other way, or a change in a side signal; inactive means no such curve, though single readings can be large or run the other way; the % refers to the polarisation; further: potency means the concentration at half of the fitted maximal effect; on the % scale 0 is the no-effect control and ±100 the full control effect
Target sequence (Q13526 whole entry, looked up): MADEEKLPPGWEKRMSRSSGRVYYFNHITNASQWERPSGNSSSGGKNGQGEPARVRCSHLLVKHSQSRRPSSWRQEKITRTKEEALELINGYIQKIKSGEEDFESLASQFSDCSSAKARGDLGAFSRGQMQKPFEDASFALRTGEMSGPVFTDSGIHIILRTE
D2 antagonist – HTS Assay for Allosteric Antagonists of the Human D2 Dopamine Receptor: Primary Screen for Antagonists | D(2) dopamine receptor (Homo sapiens), P14416 | HEK293 TREx D2 cells, calcium flux, dopamine EC80 | inhibition, % at 10 µM | 340,000 tested, 2% active | AID 485344, 2010; in the data active means inhibition above about 30%; further: 0% is about no effect
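Compounds are added to dye-loaded, induced HEK293 T-REx cells coupled to calcium release via D2; after a 3 min kinetic read an EC80 dopamine stimulus is given and fluorescence is recorded for 3 more min.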
TRHR PAM – qHTS for Small Molecule Agonists and Allosteric Enhancers of Human TRH Receptor: Primary Screen for Enhancers | 360,000 tested, 0.66% active | enhancement, % at 2 µM | AID 493056, 2011 | TRHR cells, fluo-8 calcium fluorescence, EC20 TRH enhancement; in the data active means enhancement above about 30%; further: 0% is about no effect
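Enhancer read-out: after compound pinning and an initial kinetic agonist-mode read, an EC20 of TRH (10 nM final) was injected and fluo-8 calcium signal (Ex 480/Em 530) followed at 1 s/cycle for 100 cycles in TRHR-expressing cells.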
mIDH1 inhibitor – qHTS for Inhibitors of mutant isocitrate dehydrogenase 1 (IDH1): qHTS; Isocitrate dehydrogenase [NADP] cytoplasmic (Homo sapiens), O75874; IDH1-R132H enzyme, NADPH consumption, diaphorase/resazurin fluorescence; Potency, µM (doses to about 76.6 µM), for inactives: at the highest dose activity change, negative = inhibition, most hits filed as inhibitors; 390,000 tested, 0.093% active; AID 602179, 2012; further: potency means the concentration at half of the fitted maximal effect; on the % scale 0 is the no-effect control and ±100 the full control effect; nearly all actives have a fitted effect of over 65% in size
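IDH1-R132H (0.5 ug/mL dispensed) in pH 7.5 Tris buffer was preincubated 30 min with compound, then given a substrate mix of 0.016 mM NADPH and 2 mM alpha-KG for 80 min at room temperature; remaining NADPH was read by diaphorase/resazurin fluorescence.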
Starred values were filed as active, the others as inactive; ? = inconclusive; . = no result given; [ ] = remark or other dose. Unless noted, the call rests on the fitted dose curve; in most records, active means well fitted inhibition curve with a large enough effect; inconclusive means small, poorly fitted or top-dose-only effect; inactive means no such curve, though single readings can be large or run the other way. The list is partial. The share of hits here may be higher or lower than overall.

SMILES	USP1 inh	D2 agonist	TRHR ag	TrxR1 inh	TrxR1 substrate	Pin1 inhibitor	D2 antagonist	TRHR PAM	mIDH1 inhibitor
COc1cc(C(=O)N/N=C/c2cn(Cc3ccccc3)c3ccccc23)ccc1O	-2%	-0.2	-0.5	-7%	-3%	6%	3	0	1%
O=S(=O)(Nc1ccc2ccccc2c1)c1ccccc1	0%	0.0	0.0	-5%	-7%	-1%	-11	0	4%
CCOC(=O)c1[nH]c2ccccc2c1NC(=S)Nc1cccc(C)c1C	-14%	-0.7	0.3	-24%	-2%	4%	10	9	-4%
CC(=O)c1ccc(O)c(CC=C(C)C)c1	-19%	0.3	-1.0	20%[57.1 µM]	13%[57.1 µM]	-1%	3	0	1%
CSc1ncc(Cl)c(C(=O)Nc2ccc(S(=O)(=O)N3CCC(C)CC3)cc2)n1	?	1.6	1.4	12%	-3%	6%	.	9	16%
COc1ccc(C2C(C#N)=C(N)Oc3cc(C)n(Cc4ccco4)c(=O)c32)cc1 (stereo unspecified)	-14%	0.1	1.0	3.2µM*	1%	?	5	13	7%
Cc1cccc(S(=O)(=O)c2cn(C)c3cc(N4CCC(C)CC4)c(F)cc3c2=O)c1	0%	0.4	0.1	11%	5%	-1%	.	2	-2%
COc1cc2nc(NCCC(C)C)n3nc(-c4ccccc4)nc3c2cc1OC	-11%	-0.6	-0.4	34%	34%[activator]	-2%	.	-6	-15%
O=C(COc1ccc(Cl)cc1)NCC(c1ccco1)S(=O)(=O)c1ccc(Cl)cc1 (stereo unspecified)	9%	0.4	-0.1	-3%[57.1 µM]	3%[57.1 µM]	11%	.	11	9%
CCC1=NC(c2ccc(OC)cc2)N(O)C1(C)C (stereo unspecified)	-16%	0.4	-0.1	-13%	-6%	0%	9	-5	2%
Cc1c(C(=O)N2CCOCC2)sc(NC(=O)c2ccc3c(c2)OCO3)c1C#N	?	.	1.0	-4%	-8%	3%	.	3	0%
CC(C)OCCCNC(=O)C(Cc1ccccc1)NS(=O)(=O)c1ccc2c(c1)CCC(=O)N2 (stereo unspecified)	-15%	0.1	0.0	29%	5%	0%	7	1	-1%
CCOc1ccc(NC(=O)C(CC)n2c(=O)c(-c3ccccc3NC(C)=O)nc3ccccc32)cc1 (stereo unspecified)	-13%	-1.3	-1.3	7%	0%	-1%	.	0	.
CC(=O)c1ccccc1OC(=O)c1c(F)cccc1F	-19%	-0.1	0.0	11%	1%	1%	3	1	6%
CCCCn1c(SCC(=O)NC2CC2)nc2ccccc2c1=O	2%	.	-0.9	15%	4%	-3%	.	0	-6%
CCc1cc(C(=O)Nc2cc(Cl)ccc2N2CCN(C)CC2)sc1C	-5%	1.8	0.4	13%	-14%[57.1 µM]	-10%	-15	6	5%
COc1ccccc1CNC(=O)c1ccc2c(c1)OCO2	-6%	1.2	0.0	-2%[57.1 µM]	-1%[57.1 µM]	-3%	-7	-7	-4%
COc1ccccc1NC(=O)c1nn(-c2ccccc2)ccc1=O	0%	0.8	0.1	0%[57.1 µM]	-8%	0%	21	-11	0%
O=C(CCS(=O)(=O)c1cc2c3c(c1)CCN3C(=O)CC2)NCc1ccc(F)cc1	-7%	.	0.3	-2%[57.1 µM]	-7%[57.1 µM]	-9%	.	-5	-21%
CSCCC(NC(=O)c1ccccc1Cl)C(=O)N1CCCCCCC1 (stereo unspecified)	-22%	0.2	0.8	20%	9%	4%	-8	-10	-4%
COc1ccc(S(=O)(=O)CCC(=O)Nc2c(C)n(C)n(-c3ccccc3)c2=O)cc1	9%	0.0	0.2	-29%	3%[57.1 µM]	-2%	18	0	2%
O=S(=O)(Nc1nc2ccccc2[nH]1)c1ccccc1	-21%	0.1	-0.5	5%	0%	-12%	-1	-1	1%
Cc1nn(C)c(C(=O)Sc2ccccc2)c1[N+](=O)[O-]	-11%	0.9	-0.4	?	-20%	1%	-2	5	-7%
CN(c1ccccc1)c1ncccn1	-20%	.	.	25%	6%	5%	.	.	0%
O=C(COC(=O)/C=C/c1cccc(F)c1)NC1CCCC1	-10%	0.1	-0.2	5%	4%	0%	-5	11	6%

Ordered by count of non-hydrogen atoms (descending): 9 of the compounds above.
SMILES	USP1 inh	D2 agonist	TRHR ag	TrxR1 inh	TrxR1 substrate	Pin1 inhibitor	D2 antagonist	TRHR PAM	mIDH1 inhibitor
CCOc1ccc(NC(=O)C(CC)n2c(=O)c(-c3ccccc3NC(C)=O)nc3ccccc32)cc1 (stereo unspecified)	-13%	-1.3	-1.3	7%	0%	-1%	.	0	.
COc1cc2nc(NCCC(C)C)n3nc(-c4ccccc4)nc3c2cc1OC	-11%	-0.6	-0.4	34%	34%[activator]	-2%	.	-6	-15%
CSc1ncc(Cl)c(C(=O)Nc2ccc(S(=O)(=O)N3CCC(C)CC3)cc2)n1	?	1.6	1.4	12%	-3%	6%	.	9	16%
CCOC(=O)c1[nH]c2ccccc2c1NC(=S)Nc1cccc(C)c1C	-14%	-0.7	0.3	-24%	-2%	4%	10	9	-4%
CSCCC(NC(=O)c1ccccc1Cl)C(=O)N1CCCCCCC1 (stereo unspecified)	-22%	0.2	0.8	20%	9%	4%	-8	-10	-4%
COc1ccccc1NC(=O)c1nn(-c2ccccc2)ccc1=O	0%	0.8	0.1	0%[57.1 µM]	-8%	0%	21	-11	0%
O=S(=O)(Nc1ccc2ccccc2c1)c1ccccc1	0%	0.0	0.0	-5%	-7%	-1%	-11	0	4%
Cc1nn(C)c(C(=O)Sc2ccccc2)c1[N+](=O)[O-]	-11%	0.9	-0.4	?	-20%	1%	-2	5	-7%
CC(=O)c1ccc(O)c(CC=C(C)C)c1	-19%	0.3	-1.0	20%[57.1 µM]	13%[57.1 µM]	-1%	3	0	1%

Record cards (already shown). Order of screens: USP1 inh | D2 agonist | TRHR ag | TrxR1 inh | TrxR1 substrate | Pin1 inhibitor | D2 antagonist | TRHR PAM | mIDH1 inhibitor
`O=S(=O)(Nc1ccc2ccccc2c1)c1ccccc1` in the list: 0% | 0.0 | 0.0 | -5% | -7% | -1% | -11 | 0 | 4%
`O=C(CCS(=O)(=O)c1cc2c3c(c1)CCN3C(=O)CC2)NCc1ccc(F)cc1` in the list: -7% | . | 0.3 | -2%[57.1 µM] | -7%[57.1 µM] | -9% | . | -5 | -21%

(further entries)
SMILES	USP1 inh	D2 agonist	TRHR ag	TrxR1 inh	TrxR1 substrate	Pin1 inhibitor	D2 antagonist	TRHR PAM	mIDH1 inhibitor
CCN(c1ccccc1)S(=O)(=O)c1ccc(OC)c(NC(=O)c2ccccc2OC)c1	-21%	0.0	1.3	43%[activator]	39%[activator]	2%	2	0	12%
Cc1ccc(OCC(=O)OCc2cc(=O)n3ccsc3n2)cc1C	-12%	-0.3	0.0	19%[57.1 µM]	8%[57.1 µM]	2%	.	-6	0%
O=C(O)C1CCCCC1C(=O)NCCCn1ccnc1 (stereo unspecified)	-7%	-0.3	0.7	18%	2%	-4%	-1	5	-2%
O=C(Oc1ccc(OC(=O)N2CCCCC2)cc1)c1ccccc1	-18%	-1.3	-0.9	10%	-3%	-7%	-15	-5	-2%
CC(C(=O)O)n1c(C(F)(F)F)nc2ccccc21 (stereo unspecified)	-15%	0.0	0.1	11%	4%	-2%	6	3	9%
COC(=O)CCC(=O)OC1(C)C(=O)C2=CN(CCCCO)C(c3ccc(OC)cc3)=CC2=C(Br)C1=O (stereo unspecified)	.	0.7	0.5	.	.	.	-1	-2	.
CCOC(=O)c1cccc(NC(=O)CCNS(=O)(=O)c2cc(Br)cnc2N)c1	-14%	0.8	0.2	25%	0%	5%	-11	9	-5%
CCOC(=O)/C(N=Nc1ccc(F)cc1)=C(/O)c1ccc([N+](=O)[O-])cc1	-2%	0.2	-0.7	-4%	-6%	-4%	2	-1	8%
O=C(CN1C(=O)COc2ccc(S(=O)(=O)N3CCCC3)cc21)N1CCCC1	-19%	0.2	0.2	18%	5%	-2%	-7	7	-7%
CCC(=O)Nc1ccc(C(=O)NNC(=O)c2cc([N+](=O)[O-])cc([N+](=O)[O-])c2)cc1	-4%	0.4	2.0	-5%[57.1 µM]	-7%[57.1 µM]	-5%	1	3	-7%
COc1ccc(-c2cc(C(F)(F)F)nc(SCC(=O)N3CC(C)OC(C)C3)n2)cc1OC (stereo unspecified)	0%	-1.4	0.1	16%	15%	3%	-37	2	2%
CCN(C(=O)COC(=O)Cc1c[nH]c2ccccc12)c1c(N)n(Cc2ccccc2)c(=O)[nH]c1=O	1%	1.0	1.0	-4%[57.1 µM]	-3%[57.1 µM]	7%	-9	-2	-3%
CSCC[C@H](NC(=O)N1CCn2c1nc1ccccc12)C(=O)N1CCCCC1	-16%	1.1	-0.2	14%[57.1 µM]	2%[57.1 µM]	-7%	4	-6	-3%
